GDH-TPI inh – GDH-TPI coupling enzyme inhibitors, primary screen, artefact control for M. tuberculosis FBA inhibitor project, biochemical, absorbance, full deck; 360,000 tested, 1.2% active; inhibition, % at 4.8 µM; GDH-TPI coupled enzyme counterscreen, NADH absorbance; in the data active = inhibition above about 30%;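 also: 0% = DMSO wells and 100% = wells lacking the enzyme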
Mtb BioA inh – M. tuberculosis BioA enzyme inhibitors, primary screen, biochemical, plate reader, single point, HTS. 7,8-diaminopelargonic acid synthase BioA (Mycobacterium tuberculosis). purified M. tuberculosis BioA enzyme. inhibition, % at 9.99 µM. 360,000 tested, 0.096% active. AID 602481, 2012; in the data active = inhibition above about 40%
FadD28 FP inh – inhibitors of FadD28 bisubstrate probe binding, primary screen, biochemical, fluorescence polarization, single point; Mycobacterium tuberculosis FadD28 fatty-acid-AMP ligase; inhibition, % at 12.5 µM; 360,000 tested, 0.22% active; in the data active = inhibition above about 8.5%, passing the limit was not always enough
Vc quorum ag – inducers of Vibrio cholerae quorum light production without autoinducers, primary screen, BH1578 luxS cqsA deficient, single point; V. cholerae BH1578 lux reporter, luminescence, 6 h; activation, % at 18.7 µM; AID 588436, 2011; 350,000 tested, 0.16% active; in the data active = activation mostly above about 9.7%, no sharp cut-off; also: not every result past the cut was called active; inactives centre near 0; reference of the scale not given here
TcdB GH inh – TcdB glycohydrolase inhibitors, primary screen, biochemical, single point, plate reader. Toxin B (Clostridioides difficile), P18177. TcdB glycohydrolase enzymatic assay. inhibition, % at 9.99 µM. 350,000 tested, 0.24% active. AID 652162, 2013; in the data active = inhibition above about 10%
PfHsp40 yeast – rescue of yeast from PfHsp40 toxicity, primary screen, S. cerevisiae, ATP luminescence; S. cerevisiae expressing PfHsp40, growth rescue; growth rescue, % at 12.5 µM; 340,000 tested, 0.68% active; AID 504582, 2011; in the data active = growth rescue above about 28%, passing the limit was not always enough;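 also: yeast W303a lacking pdr1 and pdr3 grown in galactose medium; growth measured after three days at 30 °C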
UGM FP inh – M. tuberculosis UGM enzyme inhibitors, primary screen, biochemical, fluorescence polarization, single point. UDP-galactopyranose mutase (Mycobacterium tuberculosis (strain ATCC 25618 / H37Rv)), …. purified UGM, fluorescence polarization probe displacement. 320,000 tested, 0.06% active. AID 504406, 2011. inhibition, % at 10 µM; in the data active = inhibition above about 10%, passing the limit was not always enough
Target sequence (P9WIQ1 whole entry, looked up): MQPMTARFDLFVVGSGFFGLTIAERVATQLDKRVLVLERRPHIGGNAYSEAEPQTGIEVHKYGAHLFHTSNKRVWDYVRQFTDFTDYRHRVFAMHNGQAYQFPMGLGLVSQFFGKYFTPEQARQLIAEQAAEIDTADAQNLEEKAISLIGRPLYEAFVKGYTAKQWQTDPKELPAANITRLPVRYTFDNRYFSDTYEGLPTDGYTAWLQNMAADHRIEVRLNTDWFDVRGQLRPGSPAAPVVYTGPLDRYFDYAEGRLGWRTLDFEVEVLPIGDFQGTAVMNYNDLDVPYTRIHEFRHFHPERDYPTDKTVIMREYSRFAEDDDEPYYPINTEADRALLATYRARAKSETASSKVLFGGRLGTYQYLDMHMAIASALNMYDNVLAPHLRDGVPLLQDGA
Mtb FBA inh – Mtb FBA enzyme inhibitors, primary screen, biochemical, fluorescence, strain H37Rv. purified M. tuberculosis FBA, fluorescence read-out. Fructose-bisphosphate aldolase (Mycobacterium tuberculosis (strain ATCC 25618 / H37Rv)), …. AID 588726, 2011. inhibition, % at 1 µM. 360,000 tested, 2.3% active; in the data active = inhibition above about 27%;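 also: 0% = vehicle and 100% = reference inhibitor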
Target sequence (P9WQA3 whole entry, looked up): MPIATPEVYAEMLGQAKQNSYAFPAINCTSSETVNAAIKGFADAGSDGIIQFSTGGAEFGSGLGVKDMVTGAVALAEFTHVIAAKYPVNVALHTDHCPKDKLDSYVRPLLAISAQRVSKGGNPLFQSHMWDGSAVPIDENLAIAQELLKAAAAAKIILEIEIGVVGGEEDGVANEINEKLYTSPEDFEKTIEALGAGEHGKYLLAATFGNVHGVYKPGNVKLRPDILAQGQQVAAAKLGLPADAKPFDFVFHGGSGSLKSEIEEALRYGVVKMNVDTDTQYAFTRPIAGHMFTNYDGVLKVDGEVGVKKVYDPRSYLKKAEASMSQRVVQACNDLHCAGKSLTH
Yp Topo-I inh – Yersinia pestis topoisomerase I inhibitors, primary screen, biochemical, cleavage product accumulation, plate reader, single point | activity, % at 10 µM | 360,000 tested, 0.064% active | DNA topoisomerase I (Yersinia pestis CO92) | AID 504884, 2011 | Y. pestis Topo-I cleavage product accumulation; in the data active = activity above about 50%, passing the limit was not always enough; also: inactives centre near 2
Numbers without * were called inactive; i = inactive; / = no result given.

SMILES	GDH-TPI inh	Mtb BioA inh	FadD28 FP inh	Vc quorum ag	TcdB GH inh	PfHsp40 yeast	UGM FP inh	Mtb FBA inh	Yp Topo-I inh
O=C(CN1CCOCC1)Nc1ccc(S(=O)(=O)NC2CCCCC2)cc1	0	6.6	0.5	-0.6	0.0	-0.6	-0.3	0	-4
O=C(OC(C(=O)Nc1ccc(Cl)cc1C(F)(F)F)c1ccccc1)C1=COCCO1 (stereo not drawn)	-1	/	-0.2	-0.1	/	-0.9	/	-1	-4
O=C1NC2C3CC(c4ccccc43)C12 (stereo not drawn)	0	0.2	-0.3	i	2.2	/	/	2	6
CCCn1c(=O)c2c(nc(Br)n2CCC)n(C)c1=O	-2	-2.3	-0.1	1.3	/	-0.6	2.7	1	0
COc1cc(C)c(Cl)c(C)c1S(=O)(=O)NC1CC(C)(C)NC(C)(C)C1	5	-0.8	-1.2	i	0.1	1.6	-3.3	6	-1
CC(OC(=O)c1ncc(Cl)c(Cl)c1Cl)C(=O)NC1CCCCC1C (stereo not drawn)	-11	0.1	-3.4	i	2.9	1.2	2.6	-3	-6
c1ccc(CCC2CCCCN2Cc2nc(-c3ccc4c(c3)OCO4)no2)nc1 (stereo not drawn)	2	0.3	-1.5	0.6	2.8	2.1	1.1	1	19
CCc1nn(C(C)C(=O)N2CC(C)CC(C)C2)c(=O)c2cc3occc3n12 (stereo not drawn)	-5	/	-3.1	i	0.6	-1.6	-1.0	-4	3
CN(Cc1ccccc1)Cc1cc(=O)oc2ccc3ccccc3c12	/	-0.6	-3.1	/	0.4	/	/	2	/
O=C(c1cccc(F)c1)N1CCN(C(=O)c2nn3cccnc3c2Cl)CC1	-9	4.0	-1.1	i	/	0.9	-1.2	7	1
O=C(CCN1CCN(Cc2ccccc2)CC1)Nc1cccc(Cl)c1	4	0.5	-0.2	-0.2	/	0.7	-2.3	5	1
Clc1ccc2c(c1)C1OCCC1C(c1ccco1)N2 (stereo not drawn)	10	0.8	-3.7	i	/	-0.4	3.3	69*	8
C[C@@H]1CC=C[C@H]2[C@H]1C(=O)N(Cc1ccccc1)[C@H]2c1cccc([N+](=O)[O-])c1	0	0.0	-1.2	-0.6	9.8	0.4	-0.3	1	4
CC1CCCCN1c1nnc(NC(=O)Cn2c(=O)oc3ccccc32)s1 (stereo not drawn)	9	-1.1	0.1	-0.2	0.4	-0.8	0.6	2	11
C#CCOCCOCCOCCNc1nc(N2CCN(C(=O)[C@H](CCCCN)n3cc(CC(C)O)nn3)CC2)nc(N2CCN(C(=O)[C@H](CCCCN)n3cc(CC(C)O)nn3)CC2)n1 (stereo partly drawn)	-3	0.2	-4.2	i	0.8	-0.7	0.3	-1	5
O=C(NCc1ccc(F)cc1)C1CCN(S(=O)(=O)N2CCCCC2)CC1	-5	-2.3	1.7	-4.2	0.2	0.0	1.7	0	-9
O=C(Oc1ccc(N(Cc2cccs2)C2=NS(=O)(=O)c3ccccc32)cc1)c1ccc(Cl)cc1	-1	-1.5	-2.9	-0.7	/	0.3	0.8	2	15
CCc1sc(C(=O)N2CCc3ccccc32)cc1C	7	/	0.0	-0.3	0.6	10.0	3.3	3	-2
CS(=O)(=O)Nc1cccc(S(=O)(=O)N2CCN(C(=O)c3ccccc3)CC2)c1	10	-2.5	1.2	i	0.0	0.4	-1.6	0	2
Cc1[nH]nc2c1C(Cc1ccccc1)C(C#N)=C(N)O2 (stereo not drawn)	3	0.0	-2.3	-0.6	/	-0.3	-3.2	-3	-6
CCOc1ccc(N2CC(C(=O)Nc3ccc(S(=O)(=O)Nc4nccs4)cc3)CC2=O)cc1 (stereo not drawn)	8	-0.7	-4.2	i	2.3	-0.9	2.6	0	3
CCCC(=O)N1CCC1(C)C(=O)NS(=O)(=O)c1ccc(Cl)cc1 (stereo not drawn)	6	-1.7	0.2	-0.4	0.4	/	/	1	10
Cc1[nH]c(C)c(S(=O)(=O)N2CCN(c3cccc(Cl)c3)CC2)c1C(=O)N1CCCCC1	-7	1.0	-5.6	-0.3	-1.5	0.4	1.5	-2	30
CSc1nsc(SCC(=O)N2CCCc3ccccc32)n1	4	1.2	-4.1	i	/	1.4	-3.8	3	22
CC(=O)Nc1sc(C)c(C)c1C(=O)OCC(=O)N(CC(C)C)C1CCS(=O)(=O)C1 (stereo not drawn)	12	-1.3	-1.8	i	/	1.2	-1.4	-3	-3
COc1ccc(C(=O)OCC(=O)NCc2ccco2)cc1S(=O)(=O)N1CCN(c2cccc(Cl)c2)CC1	0	-2.8	-0.3	-0.2	0.2	1.1	-1.7	-3	-7
O=C(CNC(=O)c1ccccc1F)Nc1ccccc1C(F)(F)F	6	0.7	-1.6	-0.3	1.8	-1.1	-0.4	3	1
CN(C)CCCNC(=O)C[C@H]1C[C@H](C(=O)N2CCCCC2)[C@@]2(CCc3ccccc3)c3[nH]c4cc(CCC(=O)N(C)C)ccc4c3CCN2C1=O	-2	0.8	0.4	-0.7	0.7	-2.2	/	-3	0
O=C(CCSCc1ccccc1Cl)NCc1cccs1	-7	-0.7	-6.8	-0.2	-0.9	0.4	0.7	2	10
Cc1cccc(NC(=O)Nc2ccc(OCc3ccccc3)cc2)n1	17	-1.5	-3.0	i	0.5	-1.3	-0.9	1	0
Cn1c(=O)oc2cc(S(=O)(=O)N3CCC(C(=O)N4CCN(c5ccccc5)CC4)CC3)ccc21	0	0.0	-0.9	-0.2	0.9	0.6	1.8	-3	30
O=C1/C(=C/c2ccccn2)COc2ccccc21	7	/	-1.3	-0.3	0.4	0.6	1.8	2	-2
Clc1ccc(-c2nnc(Sc3nc4ccccc4o3)c3ccccc23)cc1	0	0.8	-2.8	i	2.2	2.1	1.5	5	1
COc1ccccc1CNC(=O)[C@H](CCSC)NC(=O)[C@@H]1Cc2ccccc2CN1	-6	0.9	0.8	-0.3	0.7	1.1	1.9	2	5
Cc1cccc(C)c1-n1nnnc1C(c1ccccc1)N1CCN(C/C=C/c2ccccc2)CC1 (stereo not drawn)	/	-1.4	-5.5	/	0.7	/	/	-2	/
CC(NC(=O)CCCCCN1C(=O)c2ccccc2C1=O)c1ccc2c(c1)CCCC2 (stereo not drawn)	0	-0.7	-0.7	i	1.1	3.1	-1.7	3	0
COc1ccc(CCNC(=O)COC(=O)Cc2ccc(OC)cc2)cc1	-2	0.5	-3.5	i	/	-0.6	5.7	0	0
O=C(Cc1ccc([N+](=O)[O-])cc1)Nc1ccc2c(c1)CCC2	5	0.6	0.4	-0.3	0.9	0.0	1.6	2	-8
CC(C)CC(NC(N)=O)C(=O)NCCc1ccc(Cl)cc1Cl (stereo not drawn)	-5	/	-5.0	0.4	1.7	0.2	0.0	0	0
COc1cccc(C2=CC(=O)CC(c3ccco3)C2)c1 (stereo not drawn)	2	1.0	-2.6	2.9	-4.3	1.5	1.0	3	-5

Compounds above with an NH in an aromatic ring:
SMILES	GDH-TPI inh	Mtb BioA inh	FadD28 FP inh	Vc quorum ag	TcdB GH inh	PfHsp40 yeast	UGM FP inh	Mtb FBA inh	Yp Topo-I inh
Cc1[nH]nc2c1C(Cc1ccccc1)C(C#N)=C(N)O2 (stereo not drawn)	3	0.0	-2.3	-0.6	/	-0.3	-3.2	-3	-6
Cc1[nH]c(C)c(S(=O)(=O)N2CCN(c3cccc(Cl)c3)CC2)c1C(=O)N1CCCCC1	-7	1.0	-5.6	-0.3	-1.5	0.4	1.5	-2	30
CN(C)CCCNC(=O)C[C@H]1C[C@H](C(=O)N2CCCCC2)[C@@]2(CCc3ccccc3)c3[nH]c4cc(CCC(=O)N(C)C)ccc4c3CCN2C1=O	-2	0.8	0.4	-0.7	0.7	-2.2	/	-3	0

Continued:
SMILES	GDH-TPI inh	Mtb BioA inh	FadD28 FP inh	Vc quorum ag	TcdB GH inh	PfHsp40 yeast	UGM FP inh	Mtb FBA inh	Yp Topo-I inh
Cc1cccn2c(=O)c3cc(C(=O)NCCCOC(C)C)sc3nc12	23	1.2	1.2	-0.9	0.2	0.6	-0.4	103*	2
CC1CCCN(CC(O)COc2ccc3c(c2)OCO3)C1 (stereo not drawn)	3	/	-0.4	i	0.4	-0.2	-2.5	0	2
CCOC(=O)c1nnn(CC(=O)NC(=O)Nc2cccc(CC)c2)c1C(=O)OCC	2	/	3.1	-3.6	1.3	-0.1	1.5	-7	10
CC(O)CNCCCCOc1ccc(OCc2ccccc2)cc1 (stereo not drawn)	0	/	0.0	i	0.1	-1.0	-1.6	2	1
CC1(N=Cc2cc(Cl)ccc2O)COP(=O)(NC2CCCC2)OC1 (stereo not drawn)	3	/	0.0	i	-0.8	-1.1	/	0	0
CC(C)[C@@H](CO)NC(=O)[C@H]1O[C@@H](n2cnc3c(N)ncnc32)[C@H](O)[C@@H]1O	/	-1.8	1.1	/	1.0	/	/	0	/
CCNc1nc(NCC)n2c(SC(C(=O)Nc3cc(C)ccc3OC)c3ccccc3)nnc2n1 (stereo not drawn)	-2	1.2	-4.1	-0.4	8.7	0.6	/	1	15
CC(C)CN(C(=O)CN1CCc2ccccc21)c1c(N)n(CC(C)C)c(=O)[nH]c1=O	0	-1.3	-4.1	-0.5	-0.3	-0.5	-0.1	1	6
CCOC(=O)N1CCN(C(=O)CSc2ncccn2)CC1	6	6.6	-0.3	-0.7	/	-1.1	-2.1	-1	3
Cn1c(=O)c2cc(NC(=O)NCc3ccc(Cl)cc3Cl)ccc2n1Cc1ccc(F)cc1	11	-0.3	-0.4	-0.3	-2.2	/	/	89*	27
CCc1cccc(OCC(=O)Nc2ccc(C(=O)O)cc2NC(=O)COc2cccc(CC)c2)c1	-8	3.2	-7.5	0.7	0.7	-0.5	-1.7	-1	32
CCc1ccc(C2=Nn3c(nnc3-c3cccs3)SC2)cc1	9	-1.0	0.3	0.3	/	0.8	-0.5	2	32
COc1ccc(CCNC(=O)C(=O)NCc2ccc(C(C)C)cc2)cc1OC	4	-1.0	-1.4	i	/	-0.8	1.5	6	-3
CCn1nc(C(=O)OCC(=O)Nc2nc(-c3ccc(OC)cc3)cs2)c2ccccc2c1=O	2	0.3	-2.0	-0.4	0.1	0.8	3.1	-3	6
O=C(COc1cccc2ccccc12)N/N=C/c1ccc(Sc2nc3ccccc3s2)o1	22	/	-4.1	i	/	-1.1	-0.7	-1	17
O=C(c1c(Cl)cccc1Cl)N1CCN(c2ccccn2)CC1	7	-0.9	-1.7	-0.5	/	-0.6	1.2	8	6
CCOC(=O)c1c(NC(NC(=O)CF)C(Cl)(Cl)Cl)sc2c1CCCC2 (stereo not drawn)	0	-3.6	-3.1	i	/	2.2	/	-1	10
Cc1onc(-c2ccccc2)c1C(=O)N/N=C/c1cc(Br)c(O)c(Br)c1	24	0.3	-1.7	-0.5	0.7	0.5	/	5	-1
COCCNC(=O)/C(C#N)=C/C=C/c1ccccc1[N+](=O)[O-]	48*	/	0.1	2.0	0.3	0.5	2.7	-1	-3
FC(F)(F)c1nc(Sc2ncccc2C(F)(F)F)n[nH]1	-12	-1.3	-3.8	i	-1.6	2.4	-0.6	1	4

Limited to PfHsp40 yeast, Mtb BioA inh and FadD28 FP inh (6 entries from above):
| smiles | PfHsp40 yeast | Mtb BioA inh | FadD28 FP inh |
| --- | --- | --- | --- |
| COc1ccc(CCNC(=O)C(=O)NCc2ccc(C(C)C)cc2)cc1OC | -0.8 | -1.0 | -1.4 |
| CCn1nc(C(=O)OCC(=O)Nc2nc(-c3ccc(OC)cc3)cs2)c2ccccc2c1=O | 0.8 | 0.3 | -2.0 |
| O=C(COc1cccc2ccccc12)N/N=C/c1ccc(Sc2nc3ccccc3s2)o1 | -1.1 | / | -4.1 |
| O=C(c1c(Cl)cccc1Cl)N1CCN(c2ccccn2)CC1 | -0.6 | -0.9 | -1.7 |
| CCOC(=O)c1c(NC(NC(=O)CF)C(Cl)(Cl)Cl)sc2c1CCCC2 (stereo not drawn) | 2.2 | -3.6 | -3.1 |
| Cc1onc(-c2ccccc2)c1C(=O)N/N=C/c1cc(Br)c(O)c(Br)c1 | 0.5 | 0.3 | -1.7 |

Screens from PubChem BioAssay.
